Hep lipid drop: hepatic lipid droplet formation modulation; AML12 mouse hepatocytes, oleate lipid droplets, BODIPY imaging; inhibition, % at 6.5 µM; hit rate 0.4% among 240,000;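 active = lipid droplet intensity inhibited by at least 50%, with more than 500 cells counted; inconclusive = wells with under 300 cells, treated as cytotoxic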
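Test system: AML12 hepatocytes (mouse); reagent: oleate loading, 100 µM; dosing: one dose, 6.5 µM compound; incubation: overnight exposure; signal: fluorescence imaging, 20x objective, two fields per well; read-out basis: % inhibition of corrected integrated BODIPY droplet signal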
WT yeast gro inh: growth inhibition of WT yeast, mitochondrial fusion screen. mitochondrial fusion phenotypic screen, WT strain. inhibition, % at 10 µM. hit rate 2.1% among 190,000; in the data active = inhibition above about 58%; tested in S. cerevisiae
PMI inhibitors: inhibitors of human PMI, primary screen, biochemical, fluorescence intensity, coupled assay (AID 1209); purified PMI enzyme, coupled fluorescence intensity; higher % means a stronger effect; inhibition, % at 20 µM; hits with a dose series show IC50 in µM; hit rate 0.42% among 190,000;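 note: plate controls were DMSO vehicle for no effect and wells lacking substrate for full effect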
M1AAP inhibition: P. falciparum M1AAP inhibitors, biochemical, fluorogenic H-Leu-NHMec substrate, 1536-well (AID 1445). recombinant M1AAP, H-Leu-NHMec fluorogenic kinetic assay; higher % means a stronger effect. inhibition, % at 30 µM, or IC50 in µM where a hit was titrated. hit rate 0.42% among 220,000;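 active = primary inhibition above the hit cutoff, then over 50% inhibition at one or more dose response concentrations, cut at about 23% in these data, passing the limit was not always enough; inconclusive = conflicting primary data, or primary hits not chosen for dose response; inactive = low primary inhibition, or under 50% at every dose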;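 note: plate controls were DMSO full reaction for no effect and no enzyme background for full effect; strong numbers were not always called active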
PMI inhibition: MPI inhibition at elevated mannose 6-phosphate – biochemical, fluorescence intensity, high mannose 6-phosphate, primary screen (AID 1220); recombinant PMI enzyme, coupled fluorescence intensity; higher % means a stronger effect; one-dose inhibition, % at 20 µM; IC50 in µM for titrated hits; hit rate 0.66% among 190,000
Myeloid diff 2: promotes myeloid progenitor differentiation. ER-HoxA9 myeloid progenitors, lysozyme-GFP differentiation, flow cytometry. calls only at 10 µM. hit rate 1% among 360,000. AID 624256;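 active = normalized GFP-positive differentiation at or above the plate's own cutoff, the solvent-only control mean plus 3 SD; inconclusive = no clear call, values can overlap the other calls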;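 note: cells exposed to compound for four days before flow analysis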
TNAP activators: human TNAP enzyme activators, primary screen, biochemical, luminescent, no phosphate acceptor, uHTS (AID 1001); hit rate 0.03% among 200,000; one-dose activation fold at 20 µM; EC50 in µM for titrated hits; purified TNAP, luminescent activation assay, no phosphate acceptor; higher activation fold means a stronger effect; in the data active = activation fold from about 3, or a potency from the dose series; inactive = the rest, 99 in 100 with activation fold below about 1.6; note: many of its hits are not listed in these tables
ER stress rescue: protection against thapsigargin-triggered cell killing – 384-well, CSM14.1, ATP luminescence, primary screen (AID 1222); CSM14.1 thapsigargin-induced death rescue, ATP luminescence; higher % means a stronger effect; cellular ATP content (survival), % at 20 µM; hits with a dose series show EC50 in µM; 190,000 tested, under 10 active;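 active = EC50 below 50 µM in the dose-response confirmation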;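 note: death triggered by thapsigargin at about 15 µM added after 2 h compound pretreatment; cell ATP read after overnight thapsigargin exposure of roughly 18 to 22 hours; normalized against plate controls of thapsigargin alone and 5% DMSO vehicle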
K1F lysis inhibition: protection from phage-mediated lysis, alamar blue read-out – E. coli UTI89, K1F phage, bacterial capsule biogenesis inhibitors (AID 488966); inhibition, % at 100 µM; hits with a dose series show IC50 in µM; E. coli UTI89 K1F phage lysis, alamar blue, 2 h; higher % means a stronger effect; hit rate 0.02% among 340,000;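 active = phage lysis inhibition, versus mean bacterial control, above a set limit; inconclusive = no clear call, values can overlap the other calls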;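 note: capsule biogenesis inhibitors block K1F phage lysis so surviving cells raise fluorescence; higher fluorescence means more inhibition of phage lysis; actives were called in the ten point dose series up to 300 µM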
WT yeast gro inh mutant strain: recorded beside WT yeast gro inh, whose call it bears; inhibition, %; mitochondrial fusion phenotypic screen, mutant strain inhibition
Hep lipid drop cells 6.5 µM: second read-out of Hep lipid drop, no call of its own (marks repeat the call); cell count; measured here: cell count, cytotoxicity flag;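 cells counted across two imaged fields per well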
Myeloid diff 2 GFP+ MAC1+ %: second read-out of Myeloid diff 2, no call of its own (marks repeat the call); GFP+ MAC1+ double positive, %; measured here: differentiation confirmed by MAC1 staining
Numbers without * were called inactive. Cut-off read from the data, not from the text of the source, unless noted: active = inhibition above about 50%; inactive = the rest. Outcome played no part in choosing rows; overall some 4.6% were active at least once.

Screening O=C(Nc1cccc(Cl)c1)NC1CC2CCC(C1)N2Cc1cccs1 (stereo unspecified) returned Hep lipid drop 1, WT yeast gro inh -17, PMI inhibitors 3%, M1AAP inhibition 8%, PMI inhibition 6%, Myeloid diff 2 inactive, TNAP activators 1.1, ER stress rescue -2.7%, K1F lysis inhibition -1.4%, WT yeast gro inh mutant strain -4, Hep lipid drop cells 6.5 µM 717 and Myeloid diff 2 GFP+ MAC1+ % 0.0.
Cc1nc(-c2cn[nH]c2)c2cc(C)oc2n1 was read as WT yeast gro inh -1, PMI inhibitors 3%, M1AAP inhibition 13%, PMI inhibition -5%, Myeloid diff 2 inactive, TNAP activators 1.3, ER stress rescue 0.5%, K1F lysis inhibition 3.1%, WT yeast gro inh mutant strain -8 and Myeloid diff 2 GFP+ MAC1+ % 1.3.
`CC(=O)Oc1ccc(S(=O)(=O)c2ccc(OC(C)=O)cc2)cc1` gave Hep lipid drop 2, WT yeast gro inh -15, PMI inhibitors -13%, M1AAP inhibition -1%, PMI inhibition -9%, Myeloid diff 2 inactive, TNAP activators 1.1, ER stress rescue -0.5%, K1F lysis inhibition -0.1%, WT yeast gro inh mutant strain 0, Hep lipid drop cells 6.5 µM 717 and Myeloid diff 2 GFP+ MAC1+ % 0.4.
O=C(C1CC1)N1CCN=C1SCc1cccc(C(F)(F)F)c1 was read as WT yeast gro inh 5, PMI inhibitors 12%, M1AAP inhibition 2%, PMI inhibition 10%, Myeloid diff 2 inactive, TNAP activators 1, ER stress rescue -1.5%, K1F lysis inhibition 1.9%, WT yeast gro inh mutant strain 2 and Myeloid diff 2 GFP+ MAC1+ % 0.0.
For Cn1nc(C(=O)NNC(=O)COc2ccccc2)c2ccccc2c1=O the results were Hep lipid drop 4, WT yeast gro inh 5, PMI inhibitors -6%, M1AAP inhibition 4%, PMI inhibition 0%, Myeloid diff 2 inactive, TNAP activators 1.8, ER stress rescue -0.2%, K1F lysis inhibition 3.1%, WT yeast gro inh mutant strain 23, Hep lipid drop cells 6.5 µM 695 and Myeloid diff 2 GFP+ MAC1+ % 0.7.
Cc1cc2nc(-c3ccc(SCc4ccccc4C#N)nc3)[nH]c2cc1C was read as Hep lipid drop 9, WT yeast gro inh -5, PMI inhibitors 15%, M1AAP inhibition 12%, PMI inhibition 15%, Myeloid diff 2 inactive, TNAP activators 1, ER stress rescue 2.4%, K1F lysis inhibition 0.8%, WT yeast gro inh mutant strain 7, Hep lipid drop cells 6.5 µM 581 and Myeloid diff 2 GFP+ MAC1+ % 7.3.
Screening COc1ccc(CCn2c(N)c(C(=O)NCc3ccco3)c3nc4ccccc4nc32)cc1 returned Hep lipid drop 1, WT yeast gro inh 5, PMI inhibitors 7%, M1AAP inhibition 15%, PMI inhibition 48%, TNAP activators 1.1, ER stress rescue -3.8%, K1F lysis inhibition -0.3%, WT yeast gro inh mutant strain -17 and Hep lipid drop cells 6.5 µM 721.
For CCO[C@H]1OC(C(N)=O)=C[C@@H](c2ccccc2)[C@@H]1CCCO the results were Hep lipid drop -2, WT yeast gro inh -7, PMI inhibitors 15%, M1AAP inhibition 3%, PMI inhibition 17%, Myeloid diff 2 inactive, TNAP activators 1.1, ER stress rescue 1.2%, K1F lysis inhibition 0.5%, WT yeast gro inh mutant strain -4, Hep lipid drop cells 6.5 µM 685 and Myeloid diff 2 GFP+ MAC1+ % 1.4.
O=C(CCS(=O)(=O)Cc1ccc(Cl)cc1)NCCc1ccccc1 was read as Hep lipid drop 0, WT yeast gro inh 9, PMI inhibitors -14%, M1AAP inhibition 1%, PMI inhibition -13%, Myeloid diff 2 inactive, TNAP activators 1.1, ER stress rescue -1.6%, K1F lysis inhibition 0.0%, WT yeast gro inh mutant strain -9, Hep lipid drop cells 6.5 µM 760 and Myeloid diff 2 GFP+ MAC1+ % 0.1.
Screening CCCCN(CCCC)C(=O)CCS(=O)(=O)c1ccc2c(c1)n(C)c(=O)c(=O)n2C returned WT yeast gro inh -12, PMI inhibitors 4%, M1AAP inhibition 4%, PMI inhibition 3%, Myeloid diff 2 inactive, TNAP activators 1, ER stress rescue -0.4%, K1F lysis inhibition 0.1%, WT yeast gro inh mutant strain -9 and Myeloid diff 2 GFP+ MAC1+ % 1.9.
N#CC1=C(SCC(=O)c2ccc(Cl)cc2)NC2=C(C(=O)CCC2)C1c1ccco1 (stereo unspecified) was read as Hep lipid drop -1, WT yeast gro inh 18, PMI inhibitors -11%, M1AAP inhibition 14%, PMI inhibition -45%, Myeloid diff 2 inconclusive, TNAP activators 1, ER stress rescue -1.6%, K1F lysis inhibition 1.2%, WT yeast gro inh mutant strain -11 and Hep lipid drop cells 6.5 µM 743.
`Cn1cc(C(=O)NC2CCCCC2)c(=O)c2cc(S(=O)(=O)N3CCCC3)ccc21` gave Hep lipid drop -24, WT yeast gro inh 12, PMI inhibitors 14%, M1AAP inhibition 5%, PMI inhibition 12%, Myeloid diff 2 inactive, TNAP activators 1, ER stress rescue 2.5%, K1F lysis inhibition 0.4%, WT yeast gro inh mutant strain 11, Hep lipid drop cells 6.5 µM 738 and Myeloid diff 2 GFP+ MAC1+ % 0.8.
For CCOC(=O)CN(C(=O)CNC(=O)c1ccco1)C(C(=O)NC1CCCCC1)c1cccc(OC)c1 (stereo unspecified) the results were Hep lipid drop 6, WT yeast gro inh -2, PMI inhibitors 4%, M1AAP inhibition 8%, PMI inhibition 0%, Myeloid diff 2 inactive, TNAP activators 1.1, ER stress rescue 5.3%, K1F lysis inhibition 0.0%, WT yeast gro inh mutant strain 2, Hep lipid drop cells 6.5 µM 781 and Myeloid diff 2 GFP+ MAC1+ % 0.7.
For Cc1nc2c(C)cccc2c2c1CCN2c1ccccc1F the results were Hep lipid drop -5, M1AAP inhibition 9%, Myeloid diff 2 inactive, K1F lysis inhibition 0.2%, Hep lipid drop cells 6.5 µM 675 and Myeloid diff 2 GFP+ MAC1+ % 0.0.
For C=CCSc1cc(C)nc2c(-c3ccc(Cl)cc3)c(C)nn12 the results were WT yeast gro inh -57, PMI inhibitors 12%, M1AAP inhibition 3%, PMI inhibition 11%, Myeloid diff 2 inactive, TNAP activators 1.1, ER stress rescue 0.4%, K1F lysis inhibition 9.3%, WT yeast gro inh mutant strain -50 and Myeloid diff 2 GFP+ MAC1+ % 0.4.

Fetched one by one from the entries so far:
Screening CCCCN(CCCC)C(=O)CCS(=O)(=O)c1ccc2c(c1)n(C)c(=O)c(=O)n2C returned WT yeast gro inh -12, PMI inhibitors 4%, M1AAP inhibition 4%, PMI inhibition 3%, Myeloid diff 2 inactive, TNAP activators 1, ER stress rescue -0.4%, K1F lysis inhibition 0.1%, WT yeast gro inh mutant strain -9 and Myeloid diff 2 GFP+ MAC1+ % 1.9.
For CCO[C@H]1OC(C(N)=O)=C[C@@H](c2ccccc2)[C@@H]1CCCO the results were Hep lipid drop -2, WT yeast gro inh -7, PMI inhibitors 15%, M1AAP inhibition 3%, PMI inhibition 17%, Myeloid diff 2 inactive, TNAP activators 1.1, ER stress rescue 1.2%, K1F lysis inhibition 0.5%, WT yeast gro inh mutant strain -4, Hep lipid drop cells 6.5 µM 685 and Myeloid diff 2 GFP+ MAC1+ % 1.4.

The list goes on:
Screening O=c1[nH]ncn2cccc12 returned WT yeast gro inh -8, PMI inhibitors 9%, M1AAP inhibition -3%, PMI inhibition 4%, Myeloid diff 2 inactive, TNAP activators 1.1, ER stress rescue -1.7%, K1F lysis inhibition 0.6%, WT yeast gro inh mutant strain -1 and Myeloid diff 2 GFP+ MAC1+ % 0.4.
For CC(=O)Nc1ccc(S(=O)(=O)NNC(=O)COc2cccc(C)c2)cc1 the results were WT yeast gro inh 4, PMI inhibitors 5%, M1AAP inhibition 7%, PMI inhibition -60%, Myeloid diff 2 inactive, TNAP activators 1.1, ER stress rescue -0.9%, K1F lysis inhibition 0.6%, WT yeast gro inh mutant strain -8 and Myeloid diff 2 GFP+ MAC1+ % 1.4.
For CCCC(=O)Nc1nnc(-c2ccc3c(c2)OCO3)s1 the results were Hep lipid drop 6, M1AAP inhibition -3%, Myeloid diff 2 inactive, K1F lysis inhibition -2.0%, Hep lipid drop cells 6.5 µM 684 and Myeloid diff 2 GFP+ MAC1+ % 0.3.
Cc1ccccc1OCC(=O)N/N=C/c1ccncc1 was read as Hep lipid drop -22, WT yeast gro inh -11, PMI inhibitors -2%, M1AAP inhibition 6%, PMI inhibition -8%, Myeloid diff 2 inactive, TNAP activators 1, ER stress rescue -0.7%, K1F lysis inhibition -1.5%, WT yeast gro inh mutant strain -14, Hep lipid drop cells 6.5 µM 552 and Myeloid diff 2 GFP+ MAC1+ % 0.1.
Cc1ccc(-c2nnc(SC(C)C#N)n2N)cc1 (stereo unspecified) was read as Hep lipid drop -1, WT yeast gro inh 4, PMI inhibitors 7%, M1AAP inhibition 18%, PMI inhibition 8%, Myeloid diff 2 inactive, TNAP activators 1.1, K1F lysis inhibition 0.2%, WT yeast gro inh mutant strain 9, Hep lipid drop cells 6.5 µM 699 and Myeloid diff 2 GFP+ MAC1+ % 0.4.
`CCOC(=O)C[N+]1(C)CCN(C(C)=O)CC1` gave Hep lipid drop -12, WT yeast gro inh -3, PMI inhibitors -19%, M1AAP inhibition 15%, PMI inhibition -9%, Myeloid diff 2 inactive, TNAP activators 1, ER stress rescue -0.6%, K1F lysis inhibition 0.7%, WT yeast gro inh mutant strain 4, Hep lipid drop cells 6.5 µM 653 and Myeloid diff 2 GFP+ MAC1+ % 0.2.
For CC(C)(C)C1=NN(C(=O)c2ccccc2)C(O)(C(C)(C)C)C1 (stereo unspecified) the results were WT yeast gro inh 8, PMI inhibitors 8%, M1AAP inhibition 0%, PMI inhibition 8%, Myeloid diff 2 inactive, TNAP activators 1, ER stress rescue -2.3%, K1F lysis inhibition -0.4%, WT yeast gro inh mutant strain 5 and Myeloid diff 2 GFP+ MAC1+ % 0.7.
CC1=C(C(=O)Nc2cccc(C)c2C)C(c2cccs2)NC(=S)N1 (stereo unspecified) was read as Hep lipid drop -8, WT yeast gro inh -14, PMI inhibitors 8%, M1AAP inhibition 1%, PMI inhibition -4%, Myeloid diff 2 inactive, TNAP activators 1.1, ER stress rescue -3.0%, K1F lysis inhibition 4.6%, WT yeast gro inh mutant strain -18, Hep lipid drop cells 6.5 µM 663 and Myeloid diff 2 GFP+ MAC1+ % 0.4.

Source: PubChem (several laboratories)
